GalR3 antagonist – GalR3 antagonists in HEK293 cells, primary screen, cell-based, fluorescence readout; 360,000 compounds, 0.44% hits; HEK293 GalR3-CNG cAMP membrane potential fluorescence; galR3 body fused to GalR1 C-terminus; inhibition, % at 3 µM; Galanin receptor type 3 (Homo sapiens), O60755;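 active = inhibition above the screen-wide average plus 3 SD, cut at about 13% in these data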;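 note: forskolin and galanin both at EC90 stimulate the cells; cAMP rise reported by CNG channel membrane potential dye signal; 0% = forskolin plus galanin with DMSO and 100% = forskolin alone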
Target sequence (O60755 1-299 limits assumed): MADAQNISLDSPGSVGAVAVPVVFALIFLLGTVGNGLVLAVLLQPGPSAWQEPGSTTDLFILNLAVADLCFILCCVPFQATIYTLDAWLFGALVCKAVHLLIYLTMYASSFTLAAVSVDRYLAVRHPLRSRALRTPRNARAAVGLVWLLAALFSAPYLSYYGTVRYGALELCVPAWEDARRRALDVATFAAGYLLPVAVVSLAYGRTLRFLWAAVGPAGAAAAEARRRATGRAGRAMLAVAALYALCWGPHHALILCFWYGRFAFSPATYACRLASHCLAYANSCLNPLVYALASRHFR
V1R ag counter – agonists of human V1a receptor, primary screen, counter-screen for OXTR agonist project, fluorescence, CHO-V1R cells. activation, % at 3 µM. 320,000 compounds, 0.25% hits. Fluo-8 calcium fluorescence, agonist mode; 0% DMSO, 100% 3 nM vasopressin. AID 2797, 2010. Vasopressin V1a receptor (Homo sapiens), P37288;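 active = activation above the mean activation of all tested compounds plus 3 SD, per screening run, cut at about 20% in these data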;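 note: signal is peak over basal fluorescence ratio across a 100 second FLIPR read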
Target sequence (P37288 whole entry, looked up): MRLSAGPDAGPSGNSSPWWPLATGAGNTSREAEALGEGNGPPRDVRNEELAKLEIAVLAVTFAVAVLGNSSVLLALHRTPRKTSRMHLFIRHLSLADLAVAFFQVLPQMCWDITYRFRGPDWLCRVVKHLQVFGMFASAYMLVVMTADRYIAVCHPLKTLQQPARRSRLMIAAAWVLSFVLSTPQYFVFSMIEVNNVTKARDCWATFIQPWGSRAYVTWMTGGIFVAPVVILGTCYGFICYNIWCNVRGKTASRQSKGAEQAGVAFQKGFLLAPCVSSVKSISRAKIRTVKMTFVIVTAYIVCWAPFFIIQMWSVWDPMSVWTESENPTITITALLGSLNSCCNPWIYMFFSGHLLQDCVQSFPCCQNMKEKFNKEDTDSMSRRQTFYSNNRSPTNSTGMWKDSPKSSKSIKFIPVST
OXTR ag – human OXTR agonists, primary screen, fluorescence, CHO-OTR cells, Fluo-8 calcium | Oxytocin receptor (Homo sapiens), P30559 | Fluo-8 calcium fluorescence; normalized: DMSO 0%, oxytocin 100% | activation, % at 3 µM | 320,000 compounds, 0.32% hits;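 active = activation above the mean of all tested compounds plus 3 SD, cutoff set per screening run, cut at about 20% in these data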;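 note: peak over basal fluorescence ratio from a 100 s FLIPR kinetic read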
Target sequence (P30559 whole entry, looked up): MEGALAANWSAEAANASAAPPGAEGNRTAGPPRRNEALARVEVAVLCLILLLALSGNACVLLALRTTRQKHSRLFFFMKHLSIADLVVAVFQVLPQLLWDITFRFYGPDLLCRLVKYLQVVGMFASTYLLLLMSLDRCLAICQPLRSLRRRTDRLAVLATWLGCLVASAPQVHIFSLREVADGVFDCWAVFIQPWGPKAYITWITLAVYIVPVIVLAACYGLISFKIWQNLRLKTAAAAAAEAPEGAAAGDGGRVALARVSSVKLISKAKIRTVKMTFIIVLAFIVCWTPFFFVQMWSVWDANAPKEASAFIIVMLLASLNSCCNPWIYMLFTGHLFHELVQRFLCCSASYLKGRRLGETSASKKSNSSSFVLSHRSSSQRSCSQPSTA
The depositor's hits bear a star. This is a subset, so the mix of outcomes need not match the whole.

Under each structure – GalR3 antagonist | V1R ag counter | OXTR ag
CCOC(=O)[C@H]1[C@H]2COc3ccc(Cl)cc3[C@@H]2N2C(=O)CN(Cc3ccco3)C(=O)[C@@]12C
 : -8 | 0.7 | 0.0
C/C(=N\NC(=O)c1cccc(S(=O)(=O)N2CCCC2)c1)c1ccc(OCC(=O)N(C)C)cc1
 : -3 | 0.9 | 0.4
Cc1cccc(C(=O)OCC(=O)c2ccc(CC(=O)N3CCOCC3)s2)c1C
 : -3 | 2.2 | 2.8
O=C(CN1CCN(c2ccccn2)CC1)Nc1ccccc1C(=O)Nc1ccccc1
 : 2 | 2.5 | 2.4
COc1ccc(Cl)cc1NC(=O)CN(C)C(=O)c1ccc(C)s1
 : -2 | 0.0 | -0.7
Cc1cc(C(=O)NCC(C)(C)N2CCOCC2)c(C)o1
 : -4 | -0.3 | 0.0
Cc1noc(C)c1NC(=O)Nc1cccc2c1O[C@H](CN(C)S(=O)(=O)c1c(C)noc1C)[C@@H](C)CN([C@H](C)CO)C2=O
 : -2 | 0.8 | 1.1
Cc1cc(F)ccc1S(=O)(=O)Nc1ccc(C(=O)N2CCCCCC2)cc1
 : -6 | 3.6 | 3.7
COc1ccc(CN2[C@@H](CC(=O)O)c3ccc(C(F)(F)F)cc3S2(=O)=O)cc1
 : -2 | 1.1 | 1.6
C/C=C(\C)C(=O)NCCN1C2=NC[C@H](Cc3ccccc3)N2C[C@@H]1Cc1ccc(OC)cc1
 : -8 | 0.1 | -0.1
Cc1ccccc1C(=O)NNC(=O)c1cc(S(=O)(=O)N2CCOCC2)ccc1C
 : -3 | -0.4 | 0.1
O=C(Nc1ccc(S(=O)(=O)N2CCCCC2)cc1)c1cccnc1Cl
 : -4 | 7.2 | 4.0
CCN(CC)S(=O)(=O)c1ccc(N2CCOCC2)c(NC(=O)c2cccc3c(=O)c(C)c(-c4ccccc4)oc23)c1
 : -4 | 1.1 | -2.2
O=C(CCS(=O)(=O)c1ccc(F)cc1)Nc1ccc(N2CCN(Cc3ccccc3)CC2)cc1
 : -4 | 4.9 | 6.5
COc1cc(C(=O)OCC(=O)Nc2ccc(S(=O)(=O)NC3=NCCCCC3)cc2)cc(OC)c1OC
 : -1 | 1.1 | 1.4
CCCCOc1cc(NCc2ccccc2)c2ncn(C(C)C)c2c1
 : 0 | 8.6 | 2.5
COc1ccc(OC)c2sc(N3CCN(C(=O)c4ccc([N+](=O)[O-])s4)CC3)nc12
 : -6 | 0.2 | -1.0
CC1CCN(S(=O)(=O)CCNC(=O)c2ccccc2)CC1
 : -3 | -0.1 | -0.7
CCN(CC)C(=O)c1[nH]cnc1C(=O)Nc1ccccc1
 : -3 | 0.3 | 0.8
COc1ccc(NC(=O)COC(=O)c2ccc3ccccc3n2)cc1
 : -8 | 0.6 | -0.9
O=c1[nH]c(=S)ccn1C1OC(CO)C(O)C1O (centres undefined)
 : -3 | 0.9 | 1.3
CCOc1ccccc1NC(=O)CN1C(=O)NC(Cc2c[nH]c3ccccc23)C1=O (centres undefined)
 : -4 | 0.9 | 0.9
O=C(CNC(=O)c1ccccc1F)Nc1ccc2c(c1)OCO2
 : -5 | 0.9 | 0.8
CCOc1ccc(Oc2ccccc2NC(=O)CN2C(=O)NC3(CCCC3)C2=O)cc1
 : -3 | -0.7 | -1.5
O=C(COC(=O)c1nn(CCO)c(=O)c2ccccc12)Nc1ccc(Cl)c(Cl)c1
 : -7 | 6.3 | 8.4
CN1CCC(N(C)S(=O)(=O)c2ccc(NC(=O)COc3ccc([N+](=O)[O-])cc3)cc2)CC1
 : -1 | 3.5 | 3.9
O=C(C[C@@H]1C/C=C\C[C@@H](Cc2ccc(F)cc2)C(=O)OC[C@@H]2CCCN2C1=O)N[C@H](CO)Cc1ccccc1
 : -8 | 0.8 | 2.1
C#CCSc1nnc(C)c(C)n1
 : -6 | 0.7 | 0.2
COc1ccc(C(=O)Nc2ccc(S(=O)(=O)N(C)c3ccccc3)cc2)cc1
 : -6 | 2.8 | 4.3
Cc1cccc(NS(=O)(=O)c2ccc(C(=O)NCC(c3ccco3)N3CCCCC3)cc2)c1C (centres undefined)
 : -6 | 4.4 | 3.2

The closing four entries of the section before open the next one.
Under each structure – GalR3 antagonist | V1R ag counter | OXTR ag
O=C(C[C@@H]1C/C=C\C[C@@H](Cc2ccc(F)cc2)C(=O)OC[C@@H]2CCCN2C1=O)N[C@H](CO)Cc1ccccc1
 : -8 | 0.8 | 2.1
C#CCSc1nnc(C)c(C)n1
 : -6 | 0.7 | 0.2
COc1ccc(C(=O)Nc2ccc(S(=O)(=O)N(C)c3ccccc3)cc2)cc1
 : -6 | 2.8 | 4.3
Cc1cccc(NS(=O)(=O)c2ccc(C(=O)NCC(c3ccco3)N3CCCCC3)cc2)c1C (centres undefined)
 : -6 | 4.4 | 3.2
COc1ccc(CN(C)C(=O)c2cccc(S(=O)(=O)N3CCN(c4ccccc4)CC3)c2)c(OC)c1OC
 : -6 | 6.0 | 3.6
COc1ccc(S(=O)(=O)N2CCCC2CNC(=O)C(=O)Nc2cccc(F)c2)cc1 (centres undefined)
 : -5 | 3.0 | 2.0
Cc1ccc(C(=O)NCC(=O)NCC(c2cccs2)N(C)C)cc1C (centres undefined)
 : -1 | 0.5 | 1.2
CCN(C[C@H]1N[C@@](Cc2ccccc2)(C(=O)OC)[C@H]2C(=O)N(C)C(=O)[C@@H]12)C(=O)Nc1ccc(C(F)(F)F)cc1
 : -5 | 0.9 | -1.0
O=C1CC(C(=O)N2CCN(S(=O)(=O)c3cccc(F)c3)CC2)CN1Cc1ccccc1Cl (centres undefined)
 : -4 | 1.1 | 0.2
C[C@H]1CN([C@@H](C)CO)C(=O)c2cccc(NC(=O)C3CC3)c2O[C@H]1CN(C)Cc1ccc(C(F)(F)F)cc1
 : -1 | 0.0 | -1.0
COc1ccc(C2=NOC(Cn3nc(-c4ccccc4)cc3C(=O)NCc3ccc(C)cc3)C2)cc1 (centres undefined)
 : -2 | 2.5 | 1.7
Cc1ccc(CSc2nnc(-c3cccc4ccccc34)o2)cc1
 : -5 | 1.8 | 1.5
O=C(CCc1ccccc1)NCC(c1ccco1)N1CCc2ccccc21 (centres undefined)
 : -4 | -1.4 | -1.3
Cc1ccccc1COC(=O)CN1C(=O)NC2(CCCC2)C1=O
 : -1 | 1.0 | -1.0
CCc1cccc(NC(=O)CC2SC(N3CCCC3)=NC2=O)c1 (centres undefined)
 : 0 | 0.5 | 0.8
CCCn1c(N)c(C(=O)COC(=O)c2cccc(S(=O)(=O)N3CCOCC3)c2)c(=O)[nH]c1=O
 : 2 | 0.4 | 4.5
COc1cc(OC)cc(C(=O)NCC(=O)NCC(c2ccco2)N2CCCCC2)c1 (centres undefined)
 : -5 | 0.2 | -1.1
Cc1cc(C)c(N)cc1C
 : 1 | 1.2 | 1.2
CCCCCCCCOc1ccc(C(=O)O)cc1
 : -1 | -0.6 | 0.0
C/C=C/c1ccc(OCC(=O)NNC(=O)CN(C)S(=O)(=O)c2ccc(C)cc2)c(OC)c1
 : -2 | 0.3 | -0.5
O=C(COC(=O)CCC(=O)N1CCOCC1)Nc1ccc(Br)cc1Br
 : -4 | 0.2 | 0.6
C#Cc1ccc([C@H]2C=C(C(=O)OCC=C)O[C@@H](OCc3ccc(CO)cc3)C2)cc1
 : -4 | 1.4 | 0.6
O=C(CN1C(=O)NC2(CCCC2)C1=O)c1ccc(Cl)s1
 : -2 | -0.1 | -0.4
CCCCN(C(=O)C1CCC1)c1c(N)n(CC(C)C)c(=O)[nH]c1=O
 : 0 | -0.1 | 0.3
CCOC(=O)C1CCCN(S(=O)(=O)c2cc3c4c(c2)CCN4C(=O)CC3)C1 (centres undefined)
 : -1 | 2.3 | 1.9
Nc1c(Cl)cc(-c2cn(CCC(=O)O)c(-c3ccc(Cl)nc3)n2)cc1Cl
 : -5 | -0.1 | 0.7
O=C(Cn1ccc(NC(=O)OCc2ccccc2)nc1=O)NCCCn1ccnc1
 : -5 | 0.8 | 0.9
COc1ccccc1NC(=O)c1ccc(NC(=O)COC(=O)c2cccnc2Cl)cc1
 : -4 | 1.4 | 3.0
CC(OC(=O)Cn1cc(C(F)(F)F)ccc1=O)C(=O)NC(C)c1ccc(Cl)cc1Cl (centres undefined)
 : -4 | 1.5 | 1.4
CCC(CO)Oc1cc(NCc2ccc(O)cc2)c2ncn(C(C)C)c2c1 (centres undefined)
 : -4 | 0.7 | 0.8
O=C1CCC(C(=O)OCc2nnc(-c3ccc(Br)cc3)o2)=NN1
 : -3 | 0.5 | 0.1
CN(c1ccccc1)S(=O)(=O)c1ccc(C(=O)NCc2ccccc2F)cc1
 : -5 | 4.1 | 1.5
Cc1ccc2c(c1)[C@@H]1[C@H](CO2)[C@H](c2ccccc2)[C@]2(C)C(=O)N[C@H](C)C(=O)N12
 : -8 | -0.4 | -0.2
O=C(CSc1n[nH]c(=O)n1C1CC1)c1c[nH]c2ccccc12
 : -1 | 0.3 | 5.8
CCc1ccc([C@@H]2CC=C(C(=O)O)[C@H](c3ccc(C)cc3)N2S(=O)(=O)c2ccc(C)cc2)cc1
 : -5 | 2.5 | 2.0
COc1ccc(S(=O)(=O)N2CCOC23CCN(C(=O)c2ccccc2OC)CC3)cc1
 : -4 | -0.8 | -0.8
O=C(CCNC(=O)c1ccc(Cl)cc1)NCc1cccc(C(F)(F)F)c1
 : -4 | 0.0 | -0.9
O=C(CN1C(=O)NC2(CCCC2)C1=O)NCc1ccco1
 : -2 | 0.3 | 2.6
COc1cc(CC(=O)N(CC(C)C)C2CCS(=O)(=O)C2)cc(OC)c1OC (centres undefined)
 : -6 | 0.4 | -0.3
O=S(=O)(Nc1ccc(-n2cnnn2)cc1)c1ccccc1F
 : -6 | 3.5 | 6.3
CCCCn1c(N)c(N(CCOC)C(=O)c2cc(-c3ccc(OC)c(OC)c3)nc3ccccc23)c(=O)[nH]c1=O
 : -1 | -0.3 | 0.3
CCN1C(=O)[C@@H]2[C@@H](c3ccc(-c4ccc(C(C)=O)cc4)cc3)N3CCC[C@@]3(C(=O)OC)[C@@H]2C1=O
 : -5 | -0.4 | -0.5
CCOc1ccccc1N1CC(C(=O)N(CC)C2CCS(=O)(=O)C2)CC1=O (centres undefined)
 : -1 | 0.7 | 0.0
O=C(c1cc(C2CC2)nn1-c1ccccc1)N1CCN(Cc2ccc(Cl)cc2)CC1
 : -6 | 0.2 | -1.8
CCc1ccc(NC(=O)C(C)OC(=O)C2CCN(c3ccc(C(F)(F)F)cn3)CC2)cc1 (centres undefined)
 : -1 | 0.1 | -0.2
O=C(CSC1=NS(=O)(=O)c2cc(Cl)ccc2N1)NCc1ccc(F)cc1
 : -4 | -0.1 | -0.1
CCCCn1c(N)c(N(CCC(C)C)C(=O)C2CCCO2)c(=O)[nH]c1=O (centres undefined)
 : -4 | -1.0 | -0.1
O=C1NC[C@H](c2ccccc2)OC(=O)[C@@H](Cc2ccc(F)cc2)CC/C=C/C[C@H]1CC(=O)N(CCO)Cc1ccccc1
 : -8 | 1.2 | -0.5
COc1ccc(-c2c(-c3ccccc3)n(C)c3ccccc23)cc1
 : -1 | -0.1 | -0.4
O=C(COn1nnc2ccc(S(=O)(=O)N3CCOCC3)cc21)NCCc1ccccc1
 : 1 | 0.4 | 0.1
O=C(CN1C(=O)c2ccccc2S1(=O)=O)Nc1cccc(S(=O)(=O)N2CCCCC2)c1
 : -3 | 4.2 | 7.1
COc1ccc(NC(=O)c2ccc(NC(=O)COC(=O)c3cnc(C)cn3)cc2)cc1
 : -3 | -0.4 | -0.1
Cc1ccc(S(=O)(=O)N2CCN(Cc3cc4c(cc3Br)OCCO4)CC2)cc1
 : 1 | 1.1 | -0.3
CC[C@@]1(C(=O)OC)N[C@H](CN(C)C(=O)Nc2ccc(Cl)cc2)[C@@H]2C(=O)N(C)C(=O)[C@@H]21
 : 2 | 1.2 | 1.4
c1cc(-c2cc3cc(N4CCOCC4)ccc3o2)cs1
 : -4 | 1.1 | 0.7
Cc1ccc(NC(=O)c2nc[nH]c2C(=O)N2CCc3ccccc3C2)cc1
 : -4 | 0.6 | 0.8
COc1ccc(CNc2ccc(S(=O)(=O)N3CCN(C)CC3)cn2)cc1OC
 : -2 | -0.2 | -1.2
COc1ccccc1NC(=O)Nc1nc(CC(=O)NCc2c(F)cccc2F)cs1
 : -3 | -0.8 | -1.6
COC(=O)C1=C(C)NC(C)=C(C(=O)O[C@@H]2CCCN(Cc3ccccc3)C2)[C@@H]1c1cccc([N+](=O)[O-])c1
 : -4 | 0.3 | -1.2
COc1ccc(S(=O)(=O)N(C)C[C@H]2Oc3c(NS(=O)(=O)c4cn(C)cn4)cccc3C(=O)N([C@H](C)CO)C[C@@H]2C)cc1
 : 0 | 0.9 | 1.7
CCCC(=O)N1CCN(c2ccc(NC(=O)c3ccc(N4CCCC4)c([N+](=O)[O-])c3)cc2Cl)CC1
 : -4 | 0.6 | 0.1
CCOC(=O)C1=C(C)NC(C)=C(C(=O)OCC)C1C(=O)OCC(=O)NCCc1ccc(S(N)(=O)=O)cc1
 : -4 | -0.1 | 0.0
CC(C)[C@H](NC(=O)c1cccc(S(=O)(=O)N2CCOCC2)c1)C(=O)NCc1ccc(F)cc1
 : -6 | 0.7 | 0.1

Some of the entries above in a different format:
> O=C(COn1nnc2ccc(S(=O)(=O)N3CCOCC3)cc21)NCCc1ccccc1
  GalR3 antagonist: 1 | V1R ag counter: 0.4 | OXTR ag: 0.1

> O=C(CN1C(=O)c2ccccc2S1(=O)=O)Nc1cccc(S(=O)(=O)N2CCCCC2)c1
  GalR3 antagonist: -3 | V1R ag counter: 4.2 | OXTR ag: 7.1

Screens deposited in PubChem by The Scripps Research Institute Molecular Screening Center.
